SKKanGAS inh – S. pyogenes SKKanGAS growth inhibitors in kanamycin, primary screen, streptokinase expression inhibitor project, SKKanGAS strain, BacTiter-Glo luminescence. 6 h. inhibition, % at 7.5 µM. actives 1.3% (n = 300,000);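 active = mean replicate score, as percent of positive control median, at least 50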;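 also: strain carries kanamycin resistance gene driven by streptokinase promoter and grows in 40 µg/ml kanamycin; loss of luminescence reflects streptokinase promoter inhibition or plain growth inhibition; 0% = median of DMSO wells and 100% = positive control at its reference dose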
TRPC6 inhibitor – mouse TRPC6 channel inhibitors, primary screen, cell-based, HEK293, membrane potential dye. Short transient receptor potential channel 6 (Mus musculus), Q61143. ACh-evoked depolarization; stronger effect = lower value. B-score at 10 µM. actives 1.1% (n = 310,000). AID 2553, 2010;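 active = B-score under library mean minus 3 SD, initial fluorescence not abnormally high, positive integrated signal ratio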;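 also: B-score derived from integrated fluorescence ratio over the kinetic read; more negative B-score means stronger inhibition of depolarization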
MrgX1 agonist – agonists of human MrgX1 receptor, primary screen, HEK293 cells, Fluo-4 calcium flux; Fluo-4 calcium fluorescence, agonist mode; stronger effect = higher value; B-score at 10 µM; actives 0.44% (n = 310,000); AID 588627, 2011;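 active = calcium response B-score plate-corrected fluorescence ratio at least 3 library SD, with starting fluorescence B-score inside 5 SD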
Target sequence (Q96LB2 whole entry, looked up): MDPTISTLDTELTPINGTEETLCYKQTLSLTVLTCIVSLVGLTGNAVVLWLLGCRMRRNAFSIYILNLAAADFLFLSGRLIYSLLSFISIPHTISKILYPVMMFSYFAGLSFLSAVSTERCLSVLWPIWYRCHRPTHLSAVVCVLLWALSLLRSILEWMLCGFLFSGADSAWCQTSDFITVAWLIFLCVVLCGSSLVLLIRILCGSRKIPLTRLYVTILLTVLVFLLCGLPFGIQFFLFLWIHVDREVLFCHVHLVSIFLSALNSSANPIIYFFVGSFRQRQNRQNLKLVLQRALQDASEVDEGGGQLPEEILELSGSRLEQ
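Material: HEK293 cells stably expressing human MrgX1 receptor | Quantity: 15,000 cells per well | Times: Cells plated overnight, dye loaded 0.5 h 37 °C, 0.5 h room temperature | Measured by: Kinetic Fluo-4 NW fluorescence of intracellular calcium | Control set: Positive and negative controls per plate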
MrgX1 allo act – positive allosteric modulators of MrgX1, primary screen, HEK293 cells, Fluo-4 calcium flux; Mas-related G-protein coupled receptor member X1 (Homo sapiens), Q96LB2; FDSS; stronger effect = higher value; B-score at 10 µM; actives 0.63% (n = 310,000);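 active = plate-corrected calcium response at least 3 library SD above typical, normal starting fluorescence, not activating the receptor alone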;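 also: compound read alongside a low EC10 to EC30 dose of BAM8-22 agonist; peak minus trough fluorescence over baseline measured at the second addition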
RGS4 inh – RGS4 inhibitors, primary screen, cell-based, HEK293 M3R inducible RGS4, calcium flux | Regulator of G-protein signaling 4 (Homo sapiens), P49798 | Fluo-4 calcium flux; stronger effect = higher value; triggered by carbachol at its EC20 | B-score at 10 µM | actives 0.45% (n = 310,000) | AID 463165, 2010;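 active = B-score, a plate-corrected calcium signal, over three deviations above library mean, with baseline fluorescence within five deviations of library mean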;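 also: RGS4 expression induced by doxycycline in cells with stable M3 receptor; B-score is computed from the integrated fluorescence ratio over baseline after carbachol; higher B-score means a larger calcium signal and so more RGS4 inhibition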
Target sequence (P49798 whole entry, looked up): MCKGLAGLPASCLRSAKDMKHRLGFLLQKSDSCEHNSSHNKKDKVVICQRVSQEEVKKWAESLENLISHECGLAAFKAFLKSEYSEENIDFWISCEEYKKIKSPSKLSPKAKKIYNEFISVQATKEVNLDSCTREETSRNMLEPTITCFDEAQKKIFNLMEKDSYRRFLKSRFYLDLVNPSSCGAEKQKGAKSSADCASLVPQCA
TRPC6 activator – mouse TRPC6 channel activators, primary screen, cell-based, HEK293, membrane potential dye. Short transient receptor potential channel 6 (Mus musculus), Q61143. HEK293-TRPC6 membrane potential dye fluorescence; stronger effect = higher value. B-score at 10 µM. actives 0.13% (n = 310,000);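 active = B-score of the integrated fluorescence ratio above library mean plus 3 SD, and starting fluorescence ratio within library mean plus 5 SD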;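 also: higher score means more depolarization so channel activation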
HIF activator – HIF pathway transcriptional activators, primary screen, cell-based, U2OS HRE-luciferase, luminescence. U2OS HRE-luciferase reporter; normalized: DMSO 0%, desferrioxamine 100%. activation, % at 7.5 µM (by protocol). actives 0.32% (n = 300,000). AID 1910, 2009;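 active = mean activation of at least 10% of the iron chelator positive control signal, with at least half of replicates also reaching 10%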
RGS4 pot – RGS4 potentiators or activators, primary screen, cell-based, HEK293 M3R inducible RGS4, calcium flux; carbachol calcium flux Fluo4; stronger effect = lower value; B-score at 10 µM; actives 0.92% (n = 310,000);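 active = B-score of the integrated calcium signal more than 4 SD below the library mean, with starting fluorescence not abnormally high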;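 also: negative B-score means reduced calcium response which marks RGS4 activation or potentiation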
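Test system: HEK293 cells with stable M3R and inducible RGS4; also added: carbachol at ECmax as muscarinic agonist stimulus; schedule: dye loading 30 min 37 °C, buffer rest 30 min RT; technique: kinetic calcium fluorescence imaging with Fluo4-AM dye, 2 µM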
MrgX1 antag – antagonists of human MrgX1 receptor, primary screen, HEK293 cells, Fluo-4 calcium flux | Mas-related G-protein coupled receptor member X1 (Homo sapiens), Q96LB2 | BAM8-22 antagonism; stronger effect = lower value | B-score at 10 µM | actives 1.3% (n = 310,000);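 active = calcium-response B-score plate-corrected more than 3 library SD below zero, starting fluorescence within 5 deviations, no agonist response on first addition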;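 also: peak minus trough fluorescence over baseline after final BAM8-22 challenge near maximal dose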
Platelet DG rel – inhibitors of platelet dense granule secretion, primary screen, cell-based, MLPCN, human platelets; human platelet-rich plasma, SFLLRN dense granule ATP release, luminescence; AID 1663, 2009; inhibition, %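 (compounds screened at 7.5 µM in platelet-rich plasma)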; actives 0.22% (n = 300,000);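 active = mean replicate score, as percent of positive control, at or above 50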
TRPC4 inh – inhibitors of mouse TRPC4 channel, primary screen, Fluo4 calcium, HEK293 TRPC4beta/mu-opioid cells; DAMGO-evoked Fluo4 calcium flux; stronger effect = lower value; AID 2247, 2010; Short transient receptor potential channel 4 (Mus musculus), Q9QUQ5; actives 0.39% (n = 300,000); B-score at 10 µM;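 active = B-score over 3 SD under the library average, no early fluorescence shift, positive overall ratio signal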
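Assay system – HEK293 line stably carrying TRPC4beta and mu-opioid receptor · Doses – single dose · Detection – Fluo4 calcium-dye fluorescence, kinetic read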
* hit, by the source's call; i = inactive; · = no result given.

The line under a structure holds: SKKanGAS inh, TRPC6 inhibitor, MrgX1 agonist, MrgX1 allo act, RGS4 inh, TRPC6 activator, HIF activator, RGS4 pot, MrgX1 antag, Platelet DG rel, TRPC4 inh
> CCN(CC)c1ccc(S(=O)(=O)N2CCOCC2)cc1NC(=O)CNCc1ccccc1
  -2, i, i, i, i, i, -0.7, i, i, 7, i
> CCCCNC(=O)C1CCCN(S(=O)(=O)CC)C1 (configuration not stated)
  0, i, i, i, i, i, 1.8, i, i, -1, i
> Cc1ccc(OC(=O)c2cccc([N+](=O)[O-])c2)c(-n2nc3ccccc3n2)c1
  1, i, i, i, i, i, 3.9, i, i, -21, i
> CCCC(C)C(=O)OCC(=O)NCc1ccc(OC)c(OC)c1 (configuration not stated)
  12, i, i, i, i, i, 0.7, i, i, -8, i
> COCc1cc(=O)[nH]c2cc(NC(=O)c3cccc(OC)c3)c(C)cc12
  4, i, i, i, i, i, -1.6, i, i, 2, i
> Cc1ccc(-c2noc(CSc3nnc(-c4cccs4)n3C)n2)cc1
  5, i, i, i, i, i, -0.2, i, i, 8, i
> O=c1[nH]nc(SCCS(=O)(=O)c2ccc(F)cc2)n1-c1ccccc1
  1, i, i, i, i, i, -1.3, i, i, -3, i
> COc1ccc(S(=O)(=O)N(C)CC(=O)NCc2ccc3c(c2)OCO3)cc1
  -2, i, i, i, i, i, 0.2, i, i, -26, i
> CCN(C(=O)CCc1ccccc1)C1CCCCC1
  3, i, i, i, i, i, -18, i, i, 0, i
> C/C(=N/NC(=O)CNC(=O)c1ccccn1)c1ccc([N+](=O)[O-])cc1
  1, i, i, i, i, i, 0.3, i, i, 2, i
> O=C(Cn1cc2c(n1)CCCCC2)NCc1ccccc1
  0, i, i, i, i, i, 0.2, i, i, 1, i
> O=C(Nc1cccnc1)c1cc(S(=O)(=O)N2CCOCC2)ccc1Br
  2, i, i, i, i, i, -0.9, i, i, 11, i
> CSc1nc2c(c(=O)[nH]1)C(c1ccncc1)C(C(=O)OC(C)C)=C(C)N2 (configuration not stated)
  -8, i, i, i, i, i, 0.7, i, i, 12, i
> Nc1nonc1-n1nnc(C(=O)N/N=C/c2ccccc2F)c1CN1CCc2ccccc21
  15, i, i, i, i, i, -0.4, i, i, 10, i
> CC(C)c1nc2ccc(Br)cn2c1NC1CCCC1
  4, i, i, i, i, i, -0.7, i, i, 4, i
> CC1CCCC(NC(=O)C2CCN(C(=O)Nc3ccccc3)CC2)C1C (configuration not stated)
  -2, i, i, i, i, i, 0.1, i, i, 4, i
> CCc1nnc(SCC(=O)Nc2ccc3c(c2)OCO3)n1CC
  1, i, i, i, i, i, -0.2, i, i, -8, i
> COC(=O)c1c(C)[nH]c(O)c1C=Nc1ccc(C#N)cc1
  1, i, i, i, i, i, 0.2, i, i, 10, i
> COc1ccc(CC(=O)Nc2c3c(nn2-c2cccc(C)c2C)CS(=O)C3)cc1 (configuration not stated)
  7, i, i, i, i, i, -9.2, i, i, 4, i
> CCOC(=O)C(=O)c1cn(C2OCC(OC(C)=O)C(OC(C)=O)C2OC(C)=O)c2ccccc12 (configuration not stated)
  -5, i, i, i, i, i, -0.6, i, i, -16, i
> CCCS(=O)(=O)n1nc(-c2ccc(C)cc2)cc1N
  0, i, i, i, i, i, 1.0, i, i, -20, i
> CCOC(=O)C1=C(C)NC2=C(C(=O)c3ccccc32)C1c1ccc(O)cc1 (configuration not stated)
  1, i, i, i, i, i, 0.6, i, i, 1, i
> O=C(c1cc2nc(-c3ccco3)cc(C(F)(F)F)n2n1)N1CCc2ccccc2C1
  15, i, i, i, i, i, -0.4, i, i, -3, i
> Cc1ccc(OCc2nc(-c3ccccc3)no2)c(C)c1
  8, i, i, i, i, i, 2.0, i, i, -2, i
> COc1ccc(N)cc1NC(=O)CN1CCCC1
  -2, i, i, i, i, i, -0.4, i, i, 1, i
> COc1cc(/C=N/N=C2/NC(=O)C(Cc3ccc(F)cc3)S2)ccc1O (configuration not stated)
  10, i, i, i, i, i, 0.1, i, i, 7, i
> Cc1ccc(S(=O)(=O)N2CCC(C(=O)N3CCc4ccccc43)CC2)cc1
  3, i, i, i, i, i, -0.5, i, i, 2, i
> CC(C)NC(=O)C(=O)Nc1ccc2c(c1)N(S(=O)(=O)c1cccs1)CCC2
  -10, i, i, i, i, i, -0.5, i, i, 1, i
> COc1cccc(C2NC(=O)c3ccccc3O2)c1OCc1ccccc1F (configuration not stated)
  17, i, i, i, i, i, -1.1, i, i, -1, i
> CCN(CC(=O)Nc1ccccc1C(F)(F)F)C(=O)c1ccccc1Cc1ccccc1
  -1, i, i, i, i, i, -1.8, i, i, -1, i
> CCOC(=O)c1oc2ccc(OC)cc2c1NC(=O)CN1CCN(C)CC1
  16, i, i, i, i, i, -0.9, i, i, 3, i
> OC(COc1ccc(Br)cc1)CN1CCOCC1 (configuration not stated)
  -9, i, i, i, i, i, -0.2, i, i, 0, i
> COc1ccccc1NC(=O)C(C)OC(=O)Cn1cnc2c1c(=O)n(C)c(=O)n2C (configuration not stated)
  -5, i, i, i, i, i, -2.1, i, i, ·, i
> C[C@H]1CCC(=O)N([C@H](CN=[N+]=[N-])Cc2ccccc2)CC1
  7, i, i, i, i, i, 2.0, i, i, 10, i
> COc1cccc(C(=O)O/N=C2\CCS(=O)(=O)c3sccc32)c1
  -12, i, i, i, i, i, 0.0, i, i, 0, i
> COc1ccc(N(CC(=O)NCc2ccccc2OC)S(=O)(=O)c2c(C)nn(C)c2C)cc1
  1, i, i, i, i, i, -0.5, i, -6.3*, -8, i
> O=C(N/N=C/c1ccc(O)c(O)c1)N/N=C/c1ccc(O)c(O)c1
  3, i, i, i, i, i, 2.9, i, i, 7, i
> Cc1ccc(NC(CNS(=O)(=O)c2ccc(Cl)cc2)c2ccccc2)cc1 (configuration not stated)
  43, i, i, i, i, i, -0.4, i, i, 14, i
> CCN1C(c2ccccc2)C(C)C(=O)C(C)C1c1ccccc1 (configuration not stated)
  ·, i, i, i, i, i, 0.3, i, i, 3, i
> Fc1ccccc1N1CCN(CCCc2ccccc2)CC1
  1, i, i, i, i, i, 0.9, i, i, 0, i
> COc1cccc(-c2ccc(C#N)c(OC(=O)c3c(Cl)cccc3Cl)n2)c1
  -4, i, i, i, i, i, -0.4, i, i, 6, i
> O=C(NC1CCCN(Cc2ccc(Cl)cc2)C1)c1ccccc1C(F)(F)F (configuration not stated)
  -4, i, i, i, i, i, -1.2, i, i, 2, i
> CCOC(=O)COc1ccc(S(=O)(=O)NCCC2=CCCCC2)cc1
  0, i, i, i, i, i, -0.2, i, i, 1, i
> COc1ccc(NC(=O)Cc2ccc(Cl)cc2Cl)cn1
  -2, i, i, i, i, i, -0.4, i, i, 1, i
> Cc1ccc(C(=O)c2ccccc2C(=O)OCC(=O)NCC2CCCO2)cc1 (configuration not stated)
  -1, i, i, i, i, i, -0.4, i, i, 8, i
> O=C(CSc1ccc2nnc(-c3ccc(Cl)cc3)n2n1)N1CCc2ccccc21
  1, i, i, i, i, i, 0.0, i, i, 2, i
> CCCN(C#N)c1nc(NCC)nc(NC(C)C)n1
  -4, i, i, i, i, i, 0.1, i, i, -3, i
> Cc1cc(NC(=O)C(C)Oc2ccc(C(C)(C)C)cc2)no1 (configuration not stated)
  1, i, i, i, i, i, -1.1, i, i, -10, i
> COc1ccc(CCNc2ncnc3c2c(C)c(C)n3CCO)cc1OC
  -5, i, i, i, i, i, -0.2, i, i, 2, i
> CCC(CC)C(=O)N1CC(=O)Nc2ccc(F)cc2C1c1ccc(F)cc1 (configuration not stated)
  9, i, i, i, i, i, -0.3, i, i, -29, i

New compounds follow
The line under a structure holds: SKKanGAS inh, TRPC6 inhibitor, MrgX1 agonist, MrgX1 allo act, RGS4 inh, TRPC6 activator, HIF activator, RGS4 pot, MrgX1 antag, Platelet DG rel, TRPC4 inh
> Cc1ccc2c(c1)/C(=C/c1ccco1)C(=O)N2
  -13, i, i, i, i, i, 0.1, i, i, 0, i
> C=CCC(C)(NCc1ccccc1)c1ccco1 (configuration not stated)
  -2, i, i, i, i, i, -0.6, i, i, -1, i
> Cc1ccc(S(=O)(=O)N/N=C\c2ccc3c(c2)OCO3)c(C)c1
  -1, i, i, i, i, i, -0.2, i, i, 36, i
> CC(C)(C)c1ccc(C(=O)NCc2ccco2)cc1
  5, i, i, i, i, i, 1.4, i, i, -2, i
> CCCn1c(-c2ccc(OC)cc2)nc2ccccc21
  -6, i, i, i, i, i, 1.3, i, i, 1, i
> COc1ccc(NC(=S)N2CCC(NC(=O)c3ccco3)CC2)cc1
  0, i, i, i, i, i, 0.4, i, i, 3, i
> Cc1cccc(OCCCC(=O)NC(C)C)c1
  5, i, i, i, i, i, -0.3, i, i, 3, i
> O=C1NC(c2ccc3c(c2)OCO3)Oc2ccccc21 (configuration not stated)
  1, i, i, i, i, i, -0.3, i, i, 15, i

Source: PubChem

No enrichment for hits; overall some 6.1% were active at least once.
